Screening data deposited in PubChem BioAssay by several laboratories.
STEP inh – blocks human striatal-enriched tyrosine phosphatase; AID 588621; P54829; recombinant STEP, OMFP fluorogenic substrate, fluorescence; inhibition, % at 20 µM; 360,000 tested, 0.25% active;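 active = inhibition at 20 µM, scaled per plate between control wells, above about 37%, limit read from the data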;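 note: 0% = DMSO with enzyme and substrate and 100% = substrate only without enzyme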
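Measure: Control-normalized % inhibition with plate pattern correction | Test system: STEP phosphatase, cell-free reaction | Medium: pH 6.0 Bis-Tris with DTT and Tween 20 | Technique: Fluorescence, 480/540 nm | Times: Reaction 20 min, ambient temperature | Doses: Single compound dose of 20 µM, 1% DMSO final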
LMPTP block – blocks human LMPTP phosphatase; 360,000 tested, 0.22% active; AID 651560; inhibition, % at 20 µM; recombinant LMPTP-A, OMFP fluorogenic substrate, fluorescence intensity;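 active = compounds that cut the enzyme signal by at least half of the control window in the single-dose screen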;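 note: plate controls were DMSO wells with enzyme plus substrate for no effect and substrate without enzyme for full effect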
Target sequence (P24666 whole entry, looked up): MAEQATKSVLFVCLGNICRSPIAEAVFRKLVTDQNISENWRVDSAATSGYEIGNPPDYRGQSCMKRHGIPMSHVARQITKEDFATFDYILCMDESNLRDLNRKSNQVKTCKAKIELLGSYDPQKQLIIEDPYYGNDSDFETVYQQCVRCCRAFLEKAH
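Assay system: LMPTP-A phosphatase enzyme | Input: 0.625 nM enzyme | Also added: Fluorogenic phosphatase substrate OMFP at 400 µM final | Compound dosing: One test concentration per compound, 20 µM, with 3% DMSO overall | Schedule: 50 min enzyme reaction at room temperature, protected from light | Signal: Fluorescence intensity | Benchmarks: no-enzyme and uninhibited controls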
NadD block – inhibitors of Staphylococcus aureus NadD; inhibition, % at 20 µM; purified NadD enzyme, colorimetric absorbance read-out; 360,000 tested, 0.78% active; AID 602399; in the data active = inhibition above about 26%; note: some compounds past the cut are filed as inactive
Neddylation inh – blocks human cullin neddylation | P61081+Q13564 | TR-FRET cullin neddylation, biochemical | calls only at 25 µM | 360,000 tested, 0.58% active | AID 651699; in the data active = inhibition above about 36%
Scp1 inh – blocks human Scp-1 phosphatase activity | Recombinant Scp1, phosphopeptide, malachite green phosphate absorbance | inhibition, % at 20 µM | 340,000 tested, 0.88% active;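 active = inhibition above about 50% at 20 µM, limit read from the data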;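 note: plate controls were DMSO wells with enzyme for no effect and wells lacking enzyme for full effect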
Target sequence (Q9GZU7 76-261 limits assumed): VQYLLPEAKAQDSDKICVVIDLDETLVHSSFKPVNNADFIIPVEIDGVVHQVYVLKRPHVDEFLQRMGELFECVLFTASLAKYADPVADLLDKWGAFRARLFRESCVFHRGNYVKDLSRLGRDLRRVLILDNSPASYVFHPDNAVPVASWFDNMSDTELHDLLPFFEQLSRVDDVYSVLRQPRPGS
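assay system = SCP-1 phosphatase catalytic domain, residues 76-261 | buffer or medium = 50 mM Tris acetate pH 5.5, 0.005% Tween-20, 10 mM MgCl2 | incubation = enzyme reaction 45 min at room temperature, colour 5 min, stabilisation 30 min | signal = Phosphate-binding colour reagent, absorbance read at 630 nm | measure = % inhibition at 20 µM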
Rpn11 block – blocks the human proteasome subunit Rpn11 | O00487 | human 26S proteasome, Ub4-pepOG fluorescence polarization; 20S core pre-blocked with epoxomicin | calls only at 20 µM | 360,000 tested, 0.59% active;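 active = inhibition at 20 µM, scaled to each plate's controls, above about 33%, limit read from the data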
Target sequence (O00487 whole entry, looked up): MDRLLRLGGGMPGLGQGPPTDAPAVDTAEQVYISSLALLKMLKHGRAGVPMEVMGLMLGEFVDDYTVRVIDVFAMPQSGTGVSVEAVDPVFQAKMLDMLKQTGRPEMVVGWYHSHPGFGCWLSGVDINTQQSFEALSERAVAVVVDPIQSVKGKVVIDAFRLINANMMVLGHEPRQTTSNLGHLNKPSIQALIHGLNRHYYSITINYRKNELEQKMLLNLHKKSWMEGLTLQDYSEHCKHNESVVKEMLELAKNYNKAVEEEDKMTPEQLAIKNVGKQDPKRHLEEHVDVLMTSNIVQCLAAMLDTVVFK
DNMT1 inh – inhibitors of human DNMT1; inhibition (reported as % activation of signal), % at 10 µM; DNMT1 molecular beacon, Hinp1I cleavage, fluorescence; 360,000 tested, 0.83% active; P26358; in the data active = inhibition above about 50%
SUMO1-SIM PPI – alters human SUMO1 binding to SIM partners; P63165; SUMO1 binding to a labelled peptide, TR-FRET, 1 h; inhibition, % at 20 µM; 360,000 tested, 0.33% active; AID 602429; in the data active = inhibition above about 37%
CSN deneddyl inh – blocks human CSN-mediated cullin deneddylation; Q92905; Purified CSN, SCF-Nedd8-OG deneddylation, fluorescence polarization; inhibition, % at 12.5 µM; 360,000 tested, 0.38% active;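 active = pattern-corrected inhibition above about 35%, with an unprinted fluorescence ratio check between 0.5 and 1.5, limit read from the data, passing the limit was not always enough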;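 note: 0% = enzyme with substrate and 100% = substrate without enzyme; some results filed as inactive read as strong as hits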
Target sequence (Q92905 whole entry, looked up, one chain of several): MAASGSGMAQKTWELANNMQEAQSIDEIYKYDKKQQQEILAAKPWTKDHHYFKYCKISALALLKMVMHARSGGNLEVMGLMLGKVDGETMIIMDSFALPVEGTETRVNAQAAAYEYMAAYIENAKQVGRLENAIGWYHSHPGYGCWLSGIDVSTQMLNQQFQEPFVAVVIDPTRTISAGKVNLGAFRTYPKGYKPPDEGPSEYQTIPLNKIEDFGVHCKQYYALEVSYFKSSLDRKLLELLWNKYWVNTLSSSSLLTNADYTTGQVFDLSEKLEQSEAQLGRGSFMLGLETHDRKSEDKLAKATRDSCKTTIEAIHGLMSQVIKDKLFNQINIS
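Material: human Csn5 produced in HEK293T cells; Input: enzyme 0.24 nM; Reagent: SCFSkp2-Nedd8OG substrate at 10 nM final; Dosing: 12.5 µM compound; Incubation: 90 min reaction at room temperature; Detection: fluorescence polarization of the substrate; Evaluation: % inhibition of substrate cleavage by Csn5; Control set: substrate-only high control, full reaction low control.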
Rin1-Abl PPI inh – blocks binding of human Rin1 to Abl; TR-FRET Rin1/Abl binding, biochemical; inhibition, % at 7.35 µM; 360,000 tested, 0.4% active; AID 588664; in the data active = inhibition above about 5%, passing the limit was not always enough
* = called active by the depositor.

Results for COc1ccc(C(=O)Nc2ccccc2N2CCCC2)cc1S(=O)(=O)N1CCOCC1 ?
STEP inh: 2; LMPTP block: -1.1; NadD block: -2; Neddylation inh: inactive; Scp1 inh: -8; Rpn11 block: inactive; DNMT1 inh: 0; SUMO1-SIM PPI: -1; CSN deneddyl inh: 3; Rin1-Abl PPI inh: 4

Results for COc1ccc(CCNC(=O)CSc2nnnn2C)cc1OC ?
STEP inh: -4; LMPTP block: -0.8; NadD block: -6; Neddylation inh: inactive; Scp1 inh: -6; Rpn11 block: inactive; DNMT1 inh: -2; SUMO1-SIM PPI: 5; CSN deneddyl inh: 0; Rin1-Abl PPI inh: 1

Results for Cc1cc([N+](=O)[O-])cc(/C=N/n2c(C)nc3ccccc3c2=O)c1O ?
STEP inh: 1; LMPTP block: 1.7; NadD block: 4; Neddylation inh: inactive; Scp1 inh: -13; Rpn11 block: inactive; DNMT1 inh: 2; SUMO1-SIM PPI: -11; CSN deneddyl inh: 1; Rin1-Abl PPI inh: 0

How did CC(C)(C)NC(=O)CSc1nnc(C2CC2)n1Cc1ccccc1 do in these assays?
STEP inh: -3; LMPTP block: -1.1; NadD block: 0; Neddylation inh: inactive; Scp1 inh: 0; Rpn11 block: inactive; DNMT1 inh: -1; SUMO1-SIM PPI: 2; CSN deneddyl inh: -4; Rin1-Abl PPI inh: -1

What do the screens show for `O=C1OC2CCC1(c1ccccc1)C2` (stereo not drawn)?
STEP inh: 0; LMPTP block: -0.6; NadD block: -2; Neddylation inh: inactive; Scp1 inh: 6; Rpn11 block: inactive; DNMT1 inh: -1; SUMO1-SIM PPI: 2; CSN deneddyl inh: 11; Rin1-Abl PPI inh: 1

How did Cn1c(Cn2c(=O)sc3ccccc32)nnc1SCc1ccccc1F do in these assays?
STEP inh: -3; LMPTP block: -0.4; NadD block: 2; Neddylation inh: inactive; Scp1 inh: -7; Rpn11 block: inactive; DNMT1 inh: 7; SUMO1-SIM PPI: 7; CSN deneddyl inh: -2; Rin1-Abl PPI inh: 2

What do the screens show for `COc1ccc(S(=O)(=O)n2c([N+](=O)[O-])cnc2C)cc1OC`?
STEP inh: -2; LMPTP block: -1.0; NadD block: 4; Neddylation inh: inactive; Scp1 inh: -10; Rpn11 block: inactive; DNMT1 inh: 1; SUMO1-SIM PPI: -6; CSN deneddyl inh: 6; Rin1-Abl PPI inh: 2

How did c1ccc(-c2nc(N3CCCCCC3)nc(-n3ccnc3)n2)cc1 do in these assays?
STEP inh: 6; LMPTP block: 16; NadD block: 19; Neddylation inh: inactive; Scp1 inh: 9; Rpn11 block: inactive; DNMT1 inh: -5; SUMO1-SIM PPI: 4; CSN deneddyl inh: -1; Rin1-Abl PPI inh: -2

How did CCCC1COC(Cn2cncn2)(c2ccc(C)cc2)O1 (stereo not drawn) do in these assays?
STEP inh: -3; LMPTP block: -0.4; NadD block: 7; Neddylation inh: inactive; Scp1 inh: -5; Rpn11 block: inactive; DNMT1 inh: 2; SUMO1-SIM PPI: -4; CSN deneddyl inh: -3; Rin1-Abl PPI inh: 0

How did CC(C)n1c(SC2C(=O)CC(C)(C)CC2=O)nc2c1c(=O)n(C)c(=O)n2C do in these assays?
STEP inh: -1; LMPTP block: -2.0; NadD block: 0; Neddylation inh: inactive; Scp1 inh: 3; Rpn11 block: inactive; DNMT1 inh: 1; SUMO1-SIM PPI: 3; CSN deneddyl inh: 0; Rin1-Abl PPI inh: 4

Results for COc1ccc(N(CC(=O)N2CCN(c3ccc(F)cc3)CC2)S(=O)(=O)c2c(C)noc2C)cc1 ?
STEP inh: -1; LMPTP block: 1.2; NadD block: -4; Neddylation inh: inactive; Scp1 inh: -7; Rpn11 block: inactive; DNMT1 inh: 1; SUMO1-SIM PPI: -3; CSN deneddyl inh: -2; Rin1-Abl PPI inh: -6

What do the screens show for `O=C(CSCc1ccc(Cl)cc1)N1CCN(Cc2ccc3c(c2)OCO3)CC1`?
STEP inh: -2; LMPTP block: 1.1; NadD block: -1; Neddylation inh: inactive; Scp1 inh: -5; Rpn11 block: inactive; DNMT1 inh: -3; SUMO1-SIM PPI: 2; CSN deneddyl inh: 0; Rin1-Abl PPI inh: -2

Results for CCn1nnc(-c2ccccc2NC(=O)c2cccc(-n3cnnn3)c2)n1 ?
STEP inh: 0; LMPTP block: 0.1; NadD block: -4; Neddylation inh: inactive; Scp1 inh: -5; Rpn11 block: inactive; DNMT1 inh: 4; SUMO1-SIM PPI: -12; CSN deneddyl inh: 0; Rin1-Abl PPI inh: 3

Results for O=C(Cc1ccccn1)c1ccc(O)cc1O ?
STEP inh: -1; LMPTP block: -0.2; NadD block: -4; Neddylation inh: inactive; Scp1 inh: -14; Rpn11 block: inactive; DNMT1 inh: 2; SUMO1-SIM PPI: 0; CSN deneddyl inh: 1; Rin1-Abl PPI inh: 1

Results for CCOC(=O)CCNC(C(=O)OCC)c1ccccc1 (stereo not drawn) ?
STEP inh: -5; LMPTP block: -2.6; NadD block: -7; Neddylation inh: inactive; Scp1 inh: 1; Rpn11 block: inactive; DNMT1 inh: 3; SUMO1-SIM PPI: 2; CSN deneddyl inh: -5; Rin1-Abl PPI inh: 0

What do the screens show for `CC(=O)c1c(C)n(-c2ccc(Cl)cc2)c2ccc(O)cc12`?
STEP inh: -3; LMPTP block: -1.6; NadD block: -5; Neddylation inh: inactive; Scp1 inh: 1; Rpn11 block: inactive; DNMT1 inh: 10; SUMO1-SIM PPI: -2; CSN deneddyl inh: 1; Rin1-Abl PPI inh: 1

Results for COc1cc(NC(=O)C(=O)NCCN(C)C)c(OC)cc1Cl ?
STEP inh: 0; LMPTP block: -1.4; NadD block: -9; Neddylation inh: inactive; Scp1 inh: -3; Rpn11 block: inactive; DNMT1 inh: 0; SUMO1-SIM PPI: -2; CSN deneddyl inh: -7; Rin1-Abl PPI inh: 1

How did CCn1cc(C(=O)NCc2ccc3c(c2)OCO3)c(=O)c2cc(F)c(N3CCN(C)CC3)cc21 do in these assays?
STEP inh: 3; LMPTP block: 3.7; NadD block: 4; Scp1 inh: -5; Rpn11 block: inactive; DNMT1 inh: -5; SUMO1-SIM PPI: 3; CSN deneddyl inh: 3; Rin1-Abl PPI inh: -2

What do the screens show for `COc1ccc(NC(=O)Cc2ccc(C)cc2)c([N+](=O)[O-])c1`?
STEP inh: -2; LMPTP block: 0.4; NadD block: -1; Neddylation inh: inactive; Scp1 inh: -8; Rpn11 block: inactive; DNMT1 inh: -2; SUMO1-SIM PPI: -22; CSN deneddyl inh: -4; Rin1-Abl PPI inh: 0

How did Cc1ccc(S(=O)(=O)N(CC(=O)N2CCCCCC2)c2ccccc2F)cc1 do in these assays?
STEP inh: 0; LMPTP block: -0.1; NadD block: -2; Neddylation inh: inactive; Scp1 inh: -7; Rpn11 block: inactive; DNMT1 inh: 3; SUMO1-SIM PPI: 36; CSN deneddyl inh: -2; Rin1-Abl PPI inh: 2

How did O=C1CSC(c2cccc([N+](=O)[O-])c2)N1c1c(F)cccc1F (stereo not drawn) do in these assays?
STEP inh: -3; LMPTP block: -0.8; NadD block: -4; Neddylation inh: inactive; Scp1 inh: -7; Rpn11 block: inactive; DNMT1 inh: -1; SUMO1-SIM PPI: -7; CSN deneddyl inh: 2; Rin1-Abl PPI inh: 5

What do the screens show for `CC(C)CCn1nnnc1C(c1ccccc1)N1CCN(C)CC1` (stereo not drawn)?
STEP inh: -4; LMPTP block: -0.6; NadD block: -2; Neddylation inh: inactive; Scp1 inh: -6; Rpn11 block: inactive; DNMT1 inh: 1; SUMO1-SIM PPI: 0; CSN deneddyl inh: 5; Rin1-Abl PPI inh: -2

Results for CCN(CC)S(=O)(=O)c1ccc(Cl)c(C(=O)NCCN2CCOCC2)c1 ?
STEP inh: 0; LMPTP block: -1.3; NadD block: -8; Neddylation inh: inactive; Scp1 inh: -7; Rpn11 block: inactive; DNMT1 inh: 1; SUMO1-SIM PPI: 3; CSN deneddyl inh: 4; Rin1-Abl PPI inh: 2

What do the screens show for `O=C(c1ccccc1[N+](=O)[O-])N1N=C(c2ccccc2)CC1(O)C(F)(F)F` (stereo not drawn)?
STEP inh: -2; LMPTP block: -0.7; NadD block: -1; Neddylation inh: inactive; Scp1 inh: -2; Rpn11 block: inactive; DNMT1 inh: 1; SUMO1-SIM PPI: -7; CSN deneddyl inh: -1; Rin1-Abl PPI inh: -4

How did Cc1ccn(CC(=O)N2N=C(C(F)F)CC2(O)C(F)F)n1 (stereo not drawn) do in these assays?
STEP inh: -1; LMPTP block: -0.4; NadD block: -2; Neddylation inh: inactive; Scp1 inh: 0; Rpn11 block: inactive; DNMT1 inh: 3; SUMO1-SIM PPI: 0; CSN deneddyl inh: -7; Rin1-Abl PPI inh: 2

What do the screens show for `Cc1cc(NC(=O)COC(=O)C2CCC(=O)N2)c([N+](=O)[O-])cc1C` (stereo not drawn)?
STEP inh: 0; LMPTP block: -0.4; NadD block: -3; Neddylation inh: inactive; Scp1 inh: -7; Rpn11 block: inactive; DNMT1 inh: 4; SUMO1-SIM PPI: -16; CSN deneddyl inh: -1; Rin1-Abl PPI inh: 2

How did O=c1c2ccccc2nnn1CSc1nnc(-c2cccs2)n1Cc1ccccc1 do in these assays?
STEP inh: 4; LMPTP block: 0.7; NadD block: -4; Neddylation inh: inactive; Scp1 inh: 0; Rpn11 block: inactive; DNMT1 inh: 2; SUMO1-SIM PPI: -13; CSN deneddyl inh: -1; Rin1-Abl PPI inh: 4

What do the screens show for `CC1CCN(CCCNC(=O)c2ccc3c(=O)n(CCc4ccccc4)c(=O)[nH]c3c2)CC1`?
STEP inh: 1; LMPTP block: -2.1; NadD block: -4; Neddylation inh: inactive; Scp1 inh: -10; Rpn11 block: inactive; DNMT1 inh: -2; SUMO1-SIM PPI: -3; CSN deneddyl inh: 1; Rin1-Abl PPI inh: 4

Compounds above containing two or more sulfur atoms, in the order listed:
How did Cn1c(Cn2c(=O)sc3ccccc32)nnc1SCc1ccccc1F do in these assays?
STEP inh: -3; LMPTP block: -0.4; NadD block: 2; Neddylation inh: inactive; Scp1 inh: -7; Rpn11 block: inactive; DNMT1 inh: 7; SUMO1-SIM PPI: 7; CSN deneddyl inh: -2; Rin1-Abl PPI inh: 2

How did O=c1c2ccccc2nnn1CSc1nnc(-c2cccs2)n1Cc1ccccc1 do in these assays?
STEP inh: 4; LMPTP block: 0.7; NadD block: -4; Neddylation inh: inactive; Scp1 inh: 0; Rpn11 block: inactive; DNMT1 inh: 2; SUMO1-SIM PPI: -13; CSN deneddyl inh: -1; Rin1-Abl PPI inh: 4

No enrichment for hits; overall some 3.8% were active at least once.
